Bioassay records from PubChem BioAssay.
hIAP act – increases human intestinal alkaline phosphatase activity; hit rate 0.16% among 330,000; P09923; activation factor at 10 µM; AID 2524; purified human IAP, CDP-Star luminescence, 30 min; hits give high values; 1 = vehicle-only enzyme, 0 = enzyme-free background;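 active = activation factor of the enzyme at least 2-fold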; note: the source names both 10 and 20 µM as test concentration; values of inactives mirror those of a sister screen read the other way
Target sequence (P09923 whole entry, looked up): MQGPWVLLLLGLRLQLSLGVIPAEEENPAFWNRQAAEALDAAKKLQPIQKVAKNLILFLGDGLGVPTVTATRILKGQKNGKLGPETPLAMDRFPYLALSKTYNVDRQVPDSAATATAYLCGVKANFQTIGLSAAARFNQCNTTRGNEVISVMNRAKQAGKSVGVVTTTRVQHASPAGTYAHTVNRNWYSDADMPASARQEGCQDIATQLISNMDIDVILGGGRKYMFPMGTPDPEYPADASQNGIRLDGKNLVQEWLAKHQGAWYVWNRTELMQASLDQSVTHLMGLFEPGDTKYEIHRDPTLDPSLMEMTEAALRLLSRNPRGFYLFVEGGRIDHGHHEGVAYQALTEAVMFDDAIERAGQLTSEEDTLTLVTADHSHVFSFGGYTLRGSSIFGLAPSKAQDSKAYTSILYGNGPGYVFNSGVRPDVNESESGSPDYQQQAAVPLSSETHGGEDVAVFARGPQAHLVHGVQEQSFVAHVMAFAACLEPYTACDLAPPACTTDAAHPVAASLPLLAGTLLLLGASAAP
mIAP block – blocks mouse intestinal alkaline phosphatase; purified mouse IAP, CDP-Star luminescence, 30 min; inhibition, % at 10 µM; hit rate 0.2% among 330,000; AID 2806;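 active = inhibition of at least 40% at 10 µM in the primary screen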;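 note: plate controls were DMSO with enzyme for no effect and no enzyme wells for full effect; values of inactives mirror those of a sister screen read the other way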
mIAP activ – increases mouse intestinal alkaline phosphatase activity. activation factor at 10 µM. hit rate 0.24% among 330,000. muIAP, CDP-Star luminescence, 30 min; hits give high values; 1 = vehicle-only enzyme signal, 0 = enzyme-free wells;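 active = activation factor of at least 2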; note: the source names both 10 and 20 µM as test concentration; values of inactives mirror those of a sister screen read the other way
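System: mouse IAP enzyme. Reagent: CDP-Star chemiluminescent phosphatase substrate. Benchmarks: DMSO wells, no-enzyme wells. Times: 30 min enzyme-substrate-compound incubation at room temperature. Detection: luminescence from enzymatic CDP-Star hydrolysis. Doses: test compounds delivered from DMSO solution.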
NALP3 yeast inh – NALP3 inhibition in yeast; hit rate 0.39% among 330,000; inhibition, % at 10 µM; AID 2825; Yeast reconstituted NLRP3/ASC/caspase-1, beta-gal luminescence, 24 h;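 active = inhibition of 50% or more; inactive = inhibition below 50%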;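 note: plate controls were induced DMSO wells for no effect and uninduced yeast grown without galactose for full effect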
Apaf1 inhib – blocks human Apaf-1 apoptosome activity | O14727 | reconstituted apoptosome caspase-3 activity, DEVD-Rh110 fluorescence | inhibition, % at 20 µM | hit rate 0.71% among 330,000; active = inhibition of at least 40% at 20 µM;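 note: plate controls were DMSO wells for no effect and DEVD-CHO caspase inhibitor wells for full effect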
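System: Apoptosome proteins | Medium: Hepes pH 7.5 with detergent and BSA | Also added: Cytochrome c trigger plus (Z-DEVD)2-Rh110 caspase-3 substrate | Incubation: 30 min compound preincubation, 50 min activation, room temperature | Detection: Rhodamine 110 fluorescence at Ex 480/Em 540 nm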
ATG4B inh – ATG4B (human) cysteine protease inhibition. hit rate 0.51% among 340,000. inhibition, % at 8.33 µM. ATG4B cleavage of LC3-PLA2, NBD-HPC fluorescence, 1 h. AID 504462. Q9Y4P1; in the data active = inhibition above about 40%
Target sequence (Q9Y4P1 whole entry, looked up): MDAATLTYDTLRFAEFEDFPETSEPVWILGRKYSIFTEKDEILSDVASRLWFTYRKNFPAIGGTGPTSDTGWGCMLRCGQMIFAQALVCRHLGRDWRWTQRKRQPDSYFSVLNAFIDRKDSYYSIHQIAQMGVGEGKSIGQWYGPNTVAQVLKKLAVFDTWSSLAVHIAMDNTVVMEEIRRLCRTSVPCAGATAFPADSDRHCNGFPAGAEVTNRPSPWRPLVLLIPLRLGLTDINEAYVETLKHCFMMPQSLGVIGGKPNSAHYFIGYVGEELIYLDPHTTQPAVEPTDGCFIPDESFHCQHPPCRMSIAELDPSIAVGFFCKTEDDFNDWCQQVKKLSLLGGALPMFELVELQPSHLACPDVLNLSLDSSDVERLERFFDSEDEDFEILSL
tim10-1 inh – growth inhibitors of tim10-1 mutant yeast; S. cerevisiae tim10-1 ts strain growth, BacTiter-Glo, 24 h; inhibition, % at 20 µM; hit rate 2.2% among 330,000; AID 463190;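 active = inhibition of at least 40%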;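 note: mutant grown at 25 °C; 0% = DMSO wells with yeast and 100% = wells holding no yeast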
TIM10 inh – growth inhibitors of TIM10 yeast strain | hit rate 1.4% among 330,000 | S. cerevisiae TIM10 strain growth, BacTiter-Glo luminescence, 24 h | inhibition, % at 10 µM | AID 463195;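 active = inhibition of 40% or more at the single tested concentration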;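 note: wild-type TIM10 isogenic control strain grown at permissive 25 °C; 0% = DMSO yeast wells and 100% = minimal medium wells without yeast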
hIAP block – blocks human intestinal alkaline phosphatase; P09923; purified IAP, CDP-Star luminescence, 30 min; inhibition, % at 10 µM; hit rate 0.12% among 330,000;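 active = inhibition reaching a set limit with compound at 10 µM in the primary screen, cut at about 35% in these data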;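 note: plate controls were DMSO wells with enzyme for no effect and no-enzyme buffer wells for full effect; values of inactives mirror those of a sister screen read the other way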
An asterisk follows results filed as active; . = not tested or not shown.

smiles	hIAP act	mIAP block	mIAP activ	NALP3 yeast inh	Apaf1 inhib	ATG4B inh	tim10-1 inh	TIM10 inh	hIAP block
O=C(C(Cc1ccccc1)NS(=O)(=O)c1cccc2cccnc12)N1CCc2ccccc21 (centres undefined)	0.96	7	0.93	21	10	-7	24	26	4
O=S(=O)(c1ccccc1)N1CCN(C2CCCCCCC2)CC1	0.94	-2	1	27	4	-2	13	6	6
CCOC(=O)Cn1c(=O)oc2cc(S(=O)(=O)NC3CCCc4ccccc43)ccc21 (centres undefined)	0.86	1	0.99	26	6	-5	-1	-10	14
CC(=O)NC(Cc1ccc(F)cc1)C(=O)NC1CCN(c2ncccc2[N+](=O)[O-])CC1 (centres undefined)	0.97	-6	1.1	0	-1	-3	-7	-11	3
Cc1ccc(N(C(=O)Cc2c[nH]c3ccccc23)C(C(=O)NC2CCCCC2)c2ccco2)cc1 (centres undefined)	1.1	-14	1.1	-1	25	19	16	27	-7
CCOc1ccc(Nc2nc(N(C)c3ccccc3)nc(N)c2[N+](=O)[O-])cc1	0.87	12	0.88	14	3	-4	-29	3	13
C#CCOCCOCCOCCNc1nc(N2CCN(C(=O)C([C@@H](C)O)n3cc([C@@H](N)CCCCN)nn3)CC2)nc(N2CCN(C(=O)[C@H](CCCCN)n3cc([C@@H](N)[C@H](C)CC)nn3)CC2)n1 (some centres undefined)	1.2	-4	1	6	30	.	7	11	-18
CC(=O)NC(Cc1ccccc1F)C(=O)NC1CCN(S(=O)(=O)c2ccccc2)CC1 (centres undefined)	1.2	-5	1	11	-11	9	-8	-14	-20
CN1CC(=O)N(C)c2nc(Br)n(C)c2C1=O	0.9	1	0.99	20	-12	0	-12	0	10
COc1ccc(OC)c(S(=O)(=O)NCCC(C)C)c1	1.1	1	0.99	3	1	-9	15	20	-13
COc1ccc(CNc2cc(C)ccc2C)c(OC)c1OC	0.9	8	0.92	10	-6	8	12	-3	10
Cc1ccc(-c2c(C(=O)N/N=C/c3sccc3C)nnn2-c2nonc2N)cc1	1.2	13	0.87	-2	1	-8	23	5	-18
Cc1ccc(/C=C/C(=O)N2CCN(S(=O)(=O)c3cccs3)CC2)o1	0.97	4	0.96	-21	-21	-4	22	2	3
Cn1ccs/c1=N\C(=O)Nc1ccccc1	1.4	2	0.98	15	-12	10	10	8	-38
COC(=O)[C@]1(CC(C)C)N[C@H](c2ccc(-c3ccc(F)cc3)cc2)[C@@H]2C(=O)N(C)C(=O)[C@@H]21	1	14	0.86	6	14	-10	35	27	-2
O=C(N/N=C/c1ccc(O)cc1)c1[nH]c2ccc(Br)cc2c1-c1ccccc1	1.2	19	0.81	-3	3	-10	30	22	-19
c1ccc(C2=Nc3c(ccc4ccccc34)C(c3ccncc3)=NN2)cc1	1	7	0.93	28	-7	47*	17	9	-1
CCc1ccc(C(=O)NNc2ccc(Cl)cc2)cc1	0.77	-3	1	41	-17	5	5	53*	23
CCc1cc(OCCOCCN(C)C)ccc1Cl	1	-5	1	3	-2	14	10	8	-1
O=C(N/N=C/c1cccc2ccccc12)C(=O)N1CCCC1	1	2	0.98	18	-5	-4	1	-5	-3
COc1ccc(CCNS(=O)(=O)c2c(C)[nH]c(C)c2C(=O)N2CCCCC2)cc1OC	0.82	-9	1.1	19	11	9	-5	13	18
c1cc2c3c(cccc3c1)NC1(CCCCC1)N2	0.83	9	0.91	29	22	-12	-3	-12	17
O=C(O)C1CCCCC1C(=O)Nc1ccc(S(=O)(=O)N2CCCC2)cc1 (centres undefined)	1	-3	1	9	7	-9	15	-2	-2
O=C1c2ccccc2[C@@H]2C[C@H]3O[C@H]3CCN12	.	-3	1	.	4	5	-9	-5	.
O=C(COC(=O)/C=C/c1cccc(Br)c1)NCCc1ccccc1	0.97	5	0.95	-31	6	10	5	3	2
COc1ccc(C(=O)COC(=O)c2cc([N+](=O)[O-])ccc2N2CCOCC2)c(OC)c1	0.97	6	0.94	24	13	-5	-28	-115	2
CCOc1ncccc1C(=O)Nc1ccc(S(=O)(=O)Nc2nc(C)cc(C)n2)cc1	0.94	-10	1.1	11	9	1	-4	6	6
Cc1ccccc1OCC(=O)NCCC(=O)O	1.1	0	1	-6	-8	0	1	-4	-10
O=C(NCC1CCCO1)c1ccc(Cn2c(=S)[nH]c3ccccc3c2=O)cc1 (centres undefined)	1	0	1	8	-4	-2	9	-1	0
O=S(=O)(Nc1ccc2ccccc2c1)c1ccccc1	1	10	0.9	14	8	-7	33	17	-4
Nc1nnnn1/N=C/c1cccc(OCc2ccccc2Cl)c1	0.86	-7	1.1	19	19	-6	21	17	14
COc1ccc(NC(=O)C(C)N2C(=O)C3CC=C(Cl)CC3C2=O)cc1 (centres undefined)	1.3	4	0.95	7	-7	3	-11	-15	-31
c1ccc(Cc2nc3ccccc3[nH]2)cc1	0.91	-8	1.1	12	-6	8	7	13	9
CCCCCC(=O)Nc1cc(S(=O)(=O)N2CCOCC2)ccc1N1CCCC1	1.2	-1	1	8	7	-7	-13	12	-16
COc1ccc(Nc2cc(=O)n(C3CCCCC3)c(=O)[nH]2)c(OC)c1	1.1	-6	1.1	4	0	-2	4	-5	-9
CC1(C)CC(=O)C2=C(C1)Nc1cc(C(=O)c3ccccc3)ccc1NC2c1ccccn1 (centres undefined)	0.96	-4	1	0	16	-11	12	-11	4
CCOc1ccc(N(CC(=O)NC2CCCCC2)C(=O)CCCC(=O)Nc2ccccn2)cc1	0.97	7	0.93	7	4	2	-16	8	3
COc1ccc(CCCc2n[nH]c(=S)o2)c(C)c1	0.92	5	0.95	-5	-6	-4	6	12	8
Cc1cccc(Nc2nnc(SC3CCOC3=O)s2)c1C (centres undefined)	0.94	0	0.99	0	-7	-22	8	4	6
O=C(NN1C(=O)NC2(CCCCC2)C1=O)c1cc2ccccc2o1	1.1	-2	1	3	2	3	12	15	-7
CC(=O)c1nn(-c2ccccc2)cc1C(=O)c1ccc(C)cc1	1.1	-2	1	14	7	6	14	-8	-6
CC(=O)NC(NC(=S)Nc1cccc(Br)c1)C(Cl)(Cl)Cl (centres undefined)	0.91	8	0.92	9	-1	4	-10	12	9
OCC[C@H]1C[C@@H](O)[C@H](O)[C@@]2(Cc3ccccc3CCO2)O1	1.1	-13	1.1	12	-2	6	-24	4	-14
CC(C)OC(=O)CSc1nnc(-c2ccccn2)n1C	1	-1	1	5	-9	0	19	-3	-2
O=C(Nc1cccc(C(F)(F)F)c1)NC1CCCCC1	1.4	-150	2.5*	15	13	36	36	21	-36
Cc1cccc(NC(=S)NNC(=O)c2ccc(O)cc2O)c1C	1.8	26	0.74	21	-3	5	8	-8	-82
COc1cccc(CN2CCNC(=O)C2CC(=O)NCCOc2cccnc2)c1 (centres undefined)	1	-7	1.1	12	2	8	9	-8	-2
CCOC(=O)c1cccc(NC(=O)CSc2nnc(COc3ccccc3C)o2)c1	0.88	16	0.84	13	-6	-2	-3	-4	12
CCCC1=[N+](CC(=O)c2ccccc2)CCn2cccc21	0.89	5	0.95	34	0	1	7	8	11
Cc1cc(Br)ccc1SCC(=O)OC/C(O)=C(\C#N)c1nc2ccccc2[nH]1	2.4*	13	0.87	3	-3	-3	0	-31	-140
COc1cccc(-c2cc(C(=O)NC3CCCC3)c3ccccc3n2)c1	0.78	3	0.97	8	5	-8	7	7	22
CCN(CC)C(=O)[C@H]1C[C@H](CC(=O)NCCN2CCOCC2)C(=O)N2CCc3c([nH]c4ccc(Cl)cc34)[C@]12C	.	3	0.97	.	5	2	0	13	.
Cc1cccc(CNC(=O)C2CCC(=O)N(C3CCCC3)C2)c1 (centres undefined)	0.85	0	1	9	-9	0	14	5	15
Cc1cc(=O)[nH]c(SCC(=O)N2CCN(S(=O)(=O)c3ccccc3)C2)n1	1.1	-5	1.1	2	0	-8	3	-6	-7
CCN(CC)CCNC(=O)CN1C(=O)COc2ccc(S(=O)(=O)N3CCOCC3)cc21	1.1	2	0.98	-1	6	6	18	8	-12
COC(=O)c1cccc(S(=O)(=O)N2CCCC2)c1	1	6	0.94	5	-9	-7	15	17	-3
O=C1C2C3C=CC(C3)C2C(=O)N1c1ccc2ccccc2n1 (centres undefined)	1.1	6	0.94	13	-8	2	-17	-16	-13
CCC(c1nnnn1Cc1ccc(F)cc1)N(CCCO)Cc1cc2cc3c(cc2[nH]c1=O)OCO3 (centres undefined)	1	10	0.9	2	3	-11	10	-1	-3
Cn1c(=O)c2c(-c3ccccc3)n(Cc3cccnc3)cc2n(C)c1=O	1.1	1	0.99	-2	-3	-2	3	-11	-8
COc1ccc(C2CC(=O)C(CS(=O)(=O)c3ccccc3)C(=O)C2)cc1 (centres undefined)	1.1	-1	1	14	3	13	-1	7	-9

Next part; the last 2 above are carried over.
smiles	hIAP act	mIAP block	mIAP activ	NALP3 yeast inh	Apaf1 inhib	ATG4B inh	tim10-1 inh	TIM10 inh	hIAP block
Cn1c(=O)c2c(-c3ccccc3)n(Cc3cccnc3)cc2n(C)c1=O	1.1	1	0.99	-2	-3	-2	3	-11	-8
COc1ccc(C2CC(=O)C(CS(=O)(=O)c3ccccc3)C(=O)C2)cc1 (centres undefined)	1.1	-1	1	14	3	13	-1	7	-9
O=C(O)Cn1nnnc1SCC(=O)Nc1ccccc1F	0.95	4	0.95	-4	-11	0	2	5	5
COc1ccc(NC(=O)CCc2nnc3ccc(N4CCC5(CC4)OCCO5)nn23)cc1	1.4	-3	1	7	-1	1	0	0	-37
COCCn1c(SCC(=O)c2ccccc2)nc2ccccc2c1=O	0.89	5	0.95	16	-4	2	2	-14	11
N#Cc1ccc(-n2nnc3ccccc3c2=O)c([N+](=O)[O-])c1	1.1	-7	1.1	22	4	-2	13	-14	-6
O=C(CCN1C(=O)c2ccccc2C1=O)Oc1ccc2ccccc2c1	0.93	2	0.98	3	9	9	11	10	7
Cc1cc(SCC(=O)Nc2cccc(S(=O)(=O)NC3=NCCCCC3)c2)c(C)cc1Br	1.3	-95	1.9	-5	21	12	6	1	-28
C=CCn1c(=S)[nH]c2cc(C(=O)N3CCN(c4ccccc4OC)CC3)ccc2c1=O	1.2	0	1	5	17	-58	-7	5	-15
COc1ccc(OCc2cc(C(=O)NCCN3CCCc4ccccc43)no2)c(Cl)c1	0.95	12	0.88	19	27	-5	9	6	5
COc1ccc(CN2CCNC(=O)C2CC(=O)NC2CCCC2)c(OC)c1 (centres undefined)	1.1	2	0.98	-8	-12	1	19	6	-10
COc1ccc(C(c2nnnn2CC2CCCO2)N2CCN(c3ccccc3)CC2)cc1 (centres undefined)	0.87	6	0.94	16	3	-4	17	9	13
Cc1ccc(Sc2ccc(S(=O)(=O)Nc3ccc(CC(=O)O)cc3)cc2)cc1C	1	-10	1.1	25	11	2	19	10	-3
